# Screening data deposited in PubChem BioAssay by National Center for Advancing Translational Sciences (NCATS).
# TRb SRC2 PPI = TRbeta-SRC2 interaction inhibition | Potency, µM (highest dose often 106 µM), without a hit: at the top dose activity change, negative = inhibition, most hits filed as inhibitors | AID 1469 | 280,000 compounds, 0.065% hits | TRbeta-SRC2 peptide binding, fluorescence polarization; receptor liganded with 1 µM T3 | P10828;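 further: plate controls were bound peptide for no effect and peptide without receptor for full effect; nearly all actives have a fitted effect of over 50% in size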
# Target sequence (P10828 whole entry, looked up): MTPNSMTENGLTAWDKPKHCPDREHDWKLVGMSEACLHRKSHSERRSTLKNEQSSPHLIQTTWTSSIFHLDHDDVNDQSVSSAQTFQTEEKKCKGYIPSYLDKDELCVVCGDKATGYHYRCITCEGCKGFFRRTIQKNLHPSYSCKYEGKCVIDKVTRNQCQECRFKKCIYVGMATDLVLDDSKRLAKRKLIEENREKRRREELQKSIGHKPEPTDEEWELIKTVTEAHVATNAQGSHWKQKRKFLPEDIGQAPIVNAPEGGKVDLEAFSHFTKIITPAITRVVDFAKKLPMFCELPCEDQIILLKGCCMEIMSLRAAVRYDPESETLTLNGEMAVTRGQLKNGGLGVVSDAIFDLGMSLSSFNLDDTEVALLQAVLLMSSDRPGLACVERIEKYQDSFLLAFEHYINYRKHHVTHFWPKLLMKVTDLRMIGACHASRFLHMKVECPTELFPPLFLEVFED
#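 Compounds were added to 0.6 uM TRb ligand-binding domain and 20 nM Texas Red-labeled SRC2 peptide in Tris buffer containing 1 uM T3, incubated 5 hr at ambient temperature, then read by fluorescence polarization.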
# L3MBTL1 block = inhibitors of human L3MBTL1; Potency, µM (titrated, usually from 57.1 µM), inactives show at the highest dose activity, negative = inhibition, most hits filed as inhibitors; 230,000 compounds, 0.66% hits; AID 485360; Q9Y468; AlphaScreen L3MBTL1–H3K9me1 peptide binding; further: nearly all actives have a fitted effect of over 60% in size
#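 Displacement of a biotinylated histone H3(1-15) peptide monomethylated at Lys9 (75 nM) from L3MBTL1 (50 nM) was measured by AlphaScreen after a 30 min room-temperature compound incubation; cefsulodin titration served as intraplate control.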
# ALDH1A1 inh = inhibitors of human aldehyde dehydrogenase 1A1. P00352. Purified ALDH1A1, NADH fluorescence, propionaldehyde substrate. Potency, µM (highest dose often 75.3 µM), for inactives: at the top dose activity, negative = inhibition, actives largely listed as inhibitors. 220,000 compounds, 7.3% hits; active means well fitted inhibition curve with a large enough effect, not every such curve was filed as active; inconclusive means small, poorly fitted or top-dose-only effect, or another doubt; inactive means no such curve, though single readings can be large or run the other way;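 further: plate controls were no enzyme wells and a reference inhibitor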
# Target sequence (P00352 whole entry, looked up): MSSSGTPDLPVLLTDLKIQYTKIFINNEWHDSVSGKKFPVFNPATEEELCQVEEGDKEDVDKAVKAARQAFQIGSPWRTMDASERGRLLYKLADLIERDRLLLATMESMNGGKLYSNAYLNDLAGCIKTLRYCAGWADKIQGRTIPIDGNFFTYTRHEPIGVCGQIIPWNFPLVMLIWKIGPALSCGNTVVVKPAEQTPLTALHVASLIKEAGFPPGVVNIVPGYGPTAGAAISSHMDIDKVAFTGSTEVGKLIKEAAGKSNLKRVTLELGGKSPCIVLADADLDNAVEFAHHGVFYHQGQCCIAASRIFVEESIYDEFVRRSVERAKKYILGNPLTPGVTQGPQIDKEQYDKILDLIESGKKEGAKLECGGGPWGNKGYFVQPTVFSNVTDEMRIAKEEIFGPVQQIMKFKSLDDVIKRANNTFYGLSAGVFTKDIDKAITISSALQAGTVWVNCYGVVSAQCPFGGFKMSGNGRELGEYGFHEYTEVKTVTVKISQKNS
# Tau ThT inhib = tau fibrillization inhibition (ThT binding). P10636. recombinant tau K18 P301L, heparin-induced fibrillization, ThT fluorescence. Potency, µM (doses to about 57.4 µM), inactives show at the highest dose activity, negative = inhibition, hits mostly inhibitors. 270,000 compounds, 2.1% hits; further: nearly all actives have a fitted effect of over 55% in size
# Target sequence (P10636 561-689 P618L limits assumed): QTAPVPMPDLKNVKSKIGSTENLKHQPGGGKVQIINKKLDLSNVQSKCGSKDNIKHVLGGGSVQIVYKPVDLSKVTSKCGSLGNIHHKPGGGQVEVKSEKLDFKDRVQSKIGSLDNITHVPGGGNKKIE
#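 K18 P301L tau (15 uM + 0.24 uM Alexa 594-tagged), heparin 20 uM, NaOAc pH 7, 6 h 37 C; ThT 30 uM, 1 h RT, ex 450/em 510 nm.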
# TexasRed fluor = alters Texas Red total fluorescence, flagging assay interference; TRb/SRC2 Texas Red total fluorescence interference; Potency, µM (doses to about 106 µM), without a hit: top-dose fluorescence change, negative = quenching; 280,000 compounds, 0.29% hits; active means well fitted curve in either direction with a large enough effect; inconclusive means small, poorly fitted or top-dose-only effect
#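 Human TRb ligand-binding domain at 0.6 uM with 20 nM Texas Red SRC2 peptide in Tris buffer containing 1 uM T3 and 5% DMSO, incubated with compound 5 h at ambient temperature. Total fluorescence (555/632 nm) calculated as parallel + 2 × perpendicular.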
# Tau fluor cs = counter-screen for tau fibril formation inhibitors; Potency, µM (titrated, usually from 57.7 µM), inactives show at the top dose activity change, negative = decrease; AID 1463; 280,000 compounds, 0.93% hits; tau K18 P301L (four-repeat tau fragment) Alexa594 fluorescence, heparin fibrillization; further: nearly all actives have a fitted effect of over 55% in size
#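 Human K18 P301L tau (15 uM unlabeled plus 0.24 uM Alexa 594-labeled, final) in 100 mM sodium acetate pH 7 was mixed with compound and 20 uM heparin and incubated 6 hr at 37 C.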
# aGal spleen mod = inhibitors or activators of human alpha-galactosidase in spleen homogenate | 240,000 compounds, 0.008% hits | Potency, µM (top dose mostly 80 µM), inactives show at the top dose activity change, negative = inhibition, actives largely listed as inhibitors | P06280 | AID 2107 | human spleen homogenate, 4MU-alpha-Gal fluorescence, 40 min;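 further: 0% = enzyme with vehicle and -100% = no enzyme basal signal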
#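 Inhibition or activation of alpha-galactosidase in human spleen homogenate is scored by 4-MU fluorescence after 40 min at 37C, pH 5.0, with 1 mM substrate. AC50s come from concentration-response fitted to the Hill equation.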
# Tau fibril FP = blocks human tau fibril formation measured by polarization; P10636; 280,000 compounds, 0.39% hits; K18 P301L tau heparin fibrillization, Alexa594 FP, 6 h; Potency, µM (top dose mostly 57.7 µM), for inactives: at the top dose activity, negative = inhibition, hits mostly inhibitors; further: nearly all actives have a fitted effect of over 55% in size
#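 Compound effects on tau fibrillization are measured by Alexa 594 fluorescence polarization (ex 555, em 632 nm). K18 P301L tau is used at 15 uM with 0.24 uM labeled tracer, and 20 uM heparin induces aggregation over 6 hr at 37 C.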
# Active calls of the source: *; ? = inconclusive; . = no result given; & = joins results of further samples; [ ] = remark or other dose. Unless noted, the call rests on the fitted dose curve; in most records, active means well fitted curve in the direction sought with a large enough effect; inconclusive means small, poorly fitted or top-dose-only effect, or another doubt; inactive means no such curve, though single readings can be large; an effect the other way counts as inactive or inconclusive. Unless noted, on the % scale 0 is the no-effect control and ±100 the full control effect; potency means the concentration at half of the fitted maximal effect. A portion of the library; count on the stated rates, not on these rows.
SMILES,TRb SRC2 PPI,L3MBTL1 block,ALDH1A1 inh,Tau ThT inhib,TexasRed fluor,Tau fluor cs,aGal spleen mod,Tau fibril FP
O=P(O)(O)C#Cc1ccccc1,1.2%,.,8.6%,-5.8%,-6.1%,-3.8%,3.1%,0.6%
Cc1ccc(-n2c(O)c(/C=N/NC(=O)c3ccncc3)c(=O)[nH]c2=O)cc1,1.6%,-5.5%,?,?,6.1%,-11.7%,2.6%,-2.1%
O=C(c1ccccc1)c1cn(CC(=O)N2CCOCC2)c2ccccc12,-6.0%,8.5%,-3.7%,-12.6%,-0.9%,-5.0%,0.1%,3.4%
Cc1ccc(C2(O)CCN3CCCCC32)cc1 (stereo unspecified),-14.2%,-0.7%,5.2%,0.5%,2.4%,2.8%,-17.3%,-0.2%
Cc1ccc(Cn2nnnc2CN2CCC(n3nnc4ccccc43)CC2)cc1,-0.4%,1.7%,?,-4.2%,-3.2%,-4.4%,-12.1%,7.8%
c1cncc(CNC2CCCC2)c1,11.0%[53 µM],6.8%,?,-1.0%,-0.3%[53 µM],2.5%,1.4%,1.5%
CCOC(=O)c1sc2ccccc2c1NC(=O)c1coc2ccccc2c1=O,-3.7%,-5.6%,0.0%,?,2.1%,-14.3%,6.1%,1.6%
FC(F)(F)c1ccc(CN2CCNCC2)cc1,-3.0%,7.8%,-6.4%,0.4%,2.0%,0.0%,-5.3%,-3.8%
C=C(C)CCl,-4.3%,.,2.5%,.,-1.7%,.,4.0%,.
COc1cc(C2C(C#N)=C(N)Oc3n[nH]c(-c4cccnc4)c32)ccc1OCC(N)=O (stereo unspecified),-9.0%,.,.,.,0.2%,?,1.5%,?
CC(C)NCC(O)c1ccc(N)c(C#N)c1 (stereo unspecified),1.8%&1.8%,.,-4.7%&2.6%,-5.0%&-15.7%,2.3%&0.8%,-6.9%&-15.6%,1.4%&-3.1%,-3.0%&-7.9%
COc1ccc(C2CC(c3c(O)n(C4CCCCC4)c(=O)[nH]c3=O)=Nc3ccccc3S2)cc1 (stereo unspecified),6.2%,.,.,?,-2.8%,-20.3%,.,7.1%
C=CCn1c(O)c(C(C)=Nc2cccc(C(F)(F)F)c2)c(=O)[nH]c1=O,-12.9%,.,.,.,-2.0%,-6.0%,-11.7%,-2.8%
Cc1ccc(NC(=O)CN2C(=O)CN=C(c3ccccc3)c3ccccc32)cc1Cl,-7.0%,.,.,-6.0%,?,-28.9%,.,-8.7%
CCc1[nH]nc2c1C(c1cccnc1)C(C#N)=C(N)O2 (stereo unspecified),-7.1%,.,?,-2.1%,-2.5%,-2.0%,-1.1%,0.3%
CCCCCCCCCc1ccc(O)cc1,-0.5%[201 µM],.,100µM*,0.2%,-5.3%[201 µM],-19.2%,9.3%&-1.2%,-12.8%
CP(=O)(O)CCCN,-11.1%&0.8%&1.3%&-6.5%,7.0%,4.4%&-3.8%&12.3%&12.0%,-13.0%&-2.2%&-10.2%&-7.5%,0.1%&-5.2%&-0.5%&-1.3%,-6.5%&-4.1%&-15.6%&-5.5%,-11.0%&6.9%&0.2%&-6.2%,-4.1%&-3.6%&-5.8%&6.1%
CCOC(=O)c1ccc(N2C(=O)CC(N3CCC(O)(c4ccc(Br)cc4)CC3)C2=O)cc1 (stereo unspecified),0.3%,.,1.58µM*,-13.6%,-8.5%,-7.6%,-6.5%,3.5%
CCN(CC)c1nc2c(C)cccn2c(=O)c1C=C1C(=O)NC(=O)NC1=O,3.8%,.,?,?,-2.3%,-21.4%,-2.6%,-17.5%
CN(C)C(Cc1ccc(Cl)cc1)C(=O)c1ccccc1 (stereo unspecified),4.5%,-4.5%,-11.1%,-6.2%,-0.5%,-8.2%,-4.9%,-1.0%
CCOC(=O)C1CCN(/C=C2/C(=O)NC(=O)N(c3ccc(OCC)cc3)C2=O)CC1,4.1%,-5.2%,-1.4%,14.1µM*,-3.2%,-19.3%,6.0%,?
C[C@]12CC[C@H](OS(=O)(=O)O)CC1=CCC1C2CC[C@]2(C)C(=O)CC[C@@H]12 (stereo partly specified),3.6%,.,11.7%,-3.7%,-0.4%,-7.1%,-0.8%,-8.6%
CC1(C)CC(=O)C(C=NCCN2CCN(C(=O)Cc3ccc(F)cc3)CC2)=C(O)C1,2.5%,-1.7%,17.8µM*,-8.2%,-3.0%,4.3%,-10.0%,-3.5%
CN1C(=O)c2ccccc2Sc2ccc(C(=O)N3CCC4(CC3)OCCO4)cc21,-6.3%,-2.5%,?,-11.6%,-4.9%,-4.9%,-5.3%,0.5%
c1ccc(C2CN3CCC2CC3)cc1 (stereo unspecified),-4.0%,4.1%,.,-5.8%,-2.6%,-3.7%,-1.8%,0.6%
COc1cc(C(C#N)N2CCCCC2)ccc1O (stereo unspecified),2.2%,-6.1%,?,-7.4%,-2.8%,-2.3%,0.3%,-4.3%
c1ccc2c3c(ccc2c1)OCC1CONC31 (stereo unspecified),-4.5%,21.8%,7.3%,-3.5%,0.4%,3.0%,-1.7%,-6.0%
CN(C)C(=O)Oc1ccc(-c2cn3cc(C(F)(F)F)ccc3n2)cc1,-11.7%,6.0%,?,?,3.0%,1.7%,-0.8%,-0.3%
O=C1NC(=O)N(c2cccc(F)c2)C(=O)/C1=C/c1ccc(N2CCOCC2)cc1,9.9%,3.2%,5.01µM*,?,1.1%,-21.6%,5.4%,-8.3%
O=Cc1cn(CCCOc2ccccc2)c2ccccc12,12.0%,8.2%,?,?,-1.9%,-17.5%,7.2%,-9.6%
COP(=O)(OC)c1nc(-c2cccc3ccccc23)oc1N1CCCCC1,-2.1%,.,?,?,-1.2%,-15.7%,?,3.1%
C[C@H]1CCC/C=C/C2C[C@H](O)C[C@H]2[C@H](O)/C=C/C(=O)O1 (stereo partly specified),6.4%&-6.1%,.,-5.7%&12.0%,2.6%&0.7%,-2.0%&-1.0%,-3.5%&-5.1%,11.8%&-2.7%,-6.5%&-0.6%
COc1ccc(CN2CCN(Cc3ccccc3)CC2)c(OC)c1,2.9%,-0.8%,2.2%,5.3%,0.7%,6.4%,-7.3%,-6.0%
CC(=O)Oc1c(C)cccc1C(=O)O,-11.4%,.,?,2.8%,3.1%,1.0%,1.6%,-2.3%
C=CCn1c(O)c(C(C)=NCCC2=CCCCC2)c(=O)[nH]c1=O,-12.2%,.,-8.0%,-5.8%,-1.4%,-4.9%,-1.7%,?
CC(C)CCCC1(C)C=Cc2c(O)c3c(c(CCC(C)C)c2O1)OC12C(CC4CC1C(C)(C)OC2(CCC(C)C(=O)O)C4O)C3=O (stereo unspecified),-0.5%,.,?,?,-0.7%,-3.6%,0.6%,-7.3%
CC1=CCCC2C1(C)CCC(C)C2(C)CC/C(C)=C/C[n+]1cn(C)c2c(N)ncnc21 (stereo unspecified),-4.8%,.,17.8µM*,-16.6%,-1.8%,-5.6%,6.9%,1.7%
Cc1c(Cl)cccc1NC(=S)N1CC2CC(C1)c1cccc(=O)n1C2 (stereo unspecified),-14.1%,6.7%,-7.0%,2.5%,?,0.7%,2.8%,-14.2%
CC(C)(C)OC(=O)c1c(N)n(Cc2ccco2)c2nc3ccccc3nc12,7.4%,.,?,-14.3%,-2.7%,?,?,2.9%
COc1ccc(CC2C(=O)NC(=O)NC2=O)c(OC)c1,6.8%,12.1%[11.4 µM],-4.3%,-15.3%,-0.7%,-0.8%,2.2%,-8.3%
Cc1ccc(/C=C2/C(=O)NC(=O)N(CC3CCCO3)C2=O)s1 (stereo unspecified),3.4%,-8.8%,10µM*,?,0.0%,-2.7%,2.8%,-4.8%
CN1CCCC(C(=O)c2ccccc2)C1 (stereo unspecified),-1.9%,-14.4%,7.5%,-9.8%,-0.7%,3.2%,-13.8%,0.5%
CCN(C(=O)CN1CC=C(c2ccccc2)CC1)c1c(N)n(Cc2ccccc2)c(=O)[nH]c1=O,1.3%,2.5%,3.8%,-7.4%,-2.7%,3.9%,0.4%,0.5%
COc1ccc(CCNCc2sccc2C)cc1OC,-5.5%,2.4%,-13.0%,4.4%,-0.7%,4.0%,-8.5%,3.8%
CN(C)c1ccc(NC(=O)CN2CCC(O)(c3ccccc3)CC2)cc1,4.3%,-18.6%,?,-8.2%,0.6%,-6.8%,4.6%,-0.9%
CN1CCc2nc3sc(C#N)c(N)c3c(-c3cccs3)c2C1,-0.5%,.,-2.5%,28.2µM*,-9.1%,?,7.6%,?
CN1C(=O)C(=Cc2ccc(N3CCOCC3)o2)C(=O)N(C)C1=O,9.2%,-10.1%,6.2%,-5.6%,3.3%,-9.3%,2.8%,2.0%
Nc1c2c(nc3sc4c(c13)CCCCC4)CCCC2,-0.1%,19.3%,?,?,-2.2%,-23.5%,-2.4%,6.5%
CC(=O)Nc1ccccc1C(=O)OCc1ccccc1F,-0.8%,12.7%,?,0.1%,-0.8%,-5.3%,0.9%,1.5%
c1cnc(N2CCNCC2)nc1,-1.2%,-13.2%,?,1.4%,-1.4%,0.5%,4.4%,-6.2%
CCN1CCN(c2ccc(N)c(C)c2)CC1,-6.7%,-11.0%,2.2%,-6.3%,0.0%,3.8%,2.4%,9.6%
CCCCCn1c(=O)c(C(=O)Nc2ccncc2)c(O)c2ccccc21,5.3%,-2.2%,?,-13.2%,1.0%,-9.6%,5.1%,1.7%

# Some of the entries so far, with two lines to a compound:
# Order of values: TRb SRC2 PPI, L3MBTL1 block, ALDH1A1 inh, Tau ThT inhib, TexasRed fluor, Tau fluor cs, aGal spleen mod, Tau fibril FP
> Nc1c2c(nc3sc4c(c13)CCCCC4)CCCC2
    -0.1%, 19.3%, ?, ?, -2.2%, -23.5%, -2.4%, 6.5%
> CC(=O)Nc1ccccc1C(=O)OCc1ccccc1F
    -0.8%, 12.7%, ?, 0.1%, -0.8%, -5.3%, 0.9%, 1.5%

# Quoted at random: two records from the list, in no set order.
SMILES,TRb SRC2 PPI,L3MBTL1 block,ALDH1A1 inh,Tau ThT inhib,TexasRed fluor,Tau fluor cs,aGal spleen mod,Tau fibril FP
Cc1ccc(/C=C2/C(=O)NC(=O)N(CC3CCCO3)C2=O)s1 (stereo unspecified),3.4%,-8.8%,10µM*,?,0.0%,-2.7%,2.8%,-4.8%
CC(=O)Nc1ccccc1C(=O)OCc1ccccc1F,-0.8%,12.7%,?,0.1%,-0.8%,-5.3%,0.9%,1.5%
